High-throughput results from PubChem.
GPT2 inhibitor – inhibitors of human GPT2 alanine aminotransferase; Recombinant GPT2, coupled pyruvate oxidase/HRP Amplex Red fluorescence; Potency, µM (titrated, usually from 57.7 µM), for the others: top-dose activity change, negative = inhibition, usual class: inhibitors; actives 0.25% (n = 100,000); note: potency is the fitted concentration of half-maximal effect; nearly all actives have a fitted effect of over 60% in size; many of its hits are not listed in these tables
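Fluorescence read-out: pyruvate from GPT2 turnover coupled to pyruvate oxidase, HRP and Amplex Red (0.2mM ThPP, 0.2U/mL PO and HRP, 50uM Amplex final). Substrates 250uM a-KG, 2mM L-alanine; enzyme 10ng/uL; 30 min RT.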
HEK cytotox – kills HEK 293 cells | HEK 293 viability, ATP luminescence (CellTiter-Glo), 48-72 h | Potency, µM (highest dose often 115 µM), for the others: top-dose activity change, negative = cytotoxicity, hits mostly inhibitors | actives 6.6% (n = 94,000); note: potency is the fitted concentration of half-maximal effect; nearly all actives have a fitted effect of over 60% in size
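HEK 293 cells seeded at 250 cells/well were exposed to compound for 48 or 72 hr at 37 degree Celsius. Viability taken as ATP content by CellTiter-Glo luminescence.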
Luciferase inh – inhibitors of firefly (Photinus pyralis) luciferase; actives 2.5% (n = 76,000); Potency, µM (doses to about 115 µM), for the others: at the top dose activity change, negative = inhibition, most hits filed as inhibitors; P08659; purified P. pyralis luciferase, luminescence, biochemical; note: potency is the fitted concentration of half-maximal effect; nearly all actives have a fitted effect of over 65% in size
Target sequence (P08659 whole entry, looked up): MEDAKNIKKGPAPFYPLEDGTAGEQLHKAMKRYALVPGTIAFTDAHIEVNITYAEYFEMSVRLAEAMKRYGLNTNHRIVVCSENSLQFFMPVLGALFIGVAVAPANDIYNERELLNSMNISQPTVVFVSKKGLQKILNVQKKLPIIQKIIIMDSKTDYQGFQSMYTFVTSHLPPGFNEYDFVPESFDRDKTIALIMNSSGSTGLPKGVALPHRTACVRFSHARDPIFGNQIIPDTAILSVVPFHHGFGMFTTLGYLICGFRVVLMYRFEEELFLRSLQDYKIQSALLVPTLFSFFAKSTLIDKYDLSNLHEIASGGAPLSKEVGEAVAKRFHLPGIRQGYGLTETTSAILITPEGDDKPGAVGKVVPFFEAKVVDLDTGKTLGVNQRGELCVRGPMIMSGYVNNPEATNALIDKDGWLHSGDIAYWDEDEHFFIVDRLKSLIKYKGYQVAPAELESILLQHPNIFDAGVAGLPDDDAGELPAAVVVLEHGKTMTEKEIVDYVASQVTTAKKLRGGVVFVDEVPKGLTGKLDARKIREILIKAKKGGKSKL
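Inhibitors were tested against purified firefly luciferase in a biochemical, low-substrate format (both substrates at 10uM) and luminescence measured with a CCD imager.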
SNCA viab count – cell viability loss counter-screen; HEK-293-SNCA-luc viability, GF-AFC fluorescence, 24 h; actives 0.12% (n = 150,000); Potency, µM (top dose mostly 57.1 µM), inactives show at the top dose activity change, negative = cytotoxicity, hits mostly cytotoxic; AID 1671193;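 note: potency is the fitted concentration of half-maximal effect; 0% = DMSO-treated cells and -100% = medium-only wells without cells; nearly all actives have a fitted effect of over 30% in size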
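Cytotoxicity counterscreen: after 24 h compound treatment of genome-edited SNCA-luciferase HEK-293 cells, live-cell protease substrate GF-AFC read by fluorescence after 30 min; activity scaled between DMSO (0%) and medium-only (-100%), curves Hill-fitted.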
SNCA expr inhib – SNCA gene expression inhibition; Potency, µM (doses to about 57.2 µM), inactives show at the highest dose activity change, negative = inhibition, actives largely listed as inhibitors; actives 0.17% (n = 140,000); HEK-293 SNCA-luciferase knock-in, luminescence, 24 h;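 note: potency is the fitted concentration of half-maximal effect; plate controls were DMSO cells for no effect and cell-free wells for full effect; nearly all actives have a fitted effect of over 45% in size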
IP6K1 inhibitor – blocks human inositol hexakisphosphate kinase 1. Q92551. activity change, % (series mostly up to about 58 µM). AID 1645851. actives 0.81% (n = 140,000). IP6K1 kinase, ADP-Glo luminescence, 2 h; hits give low values; in the data active = activity change below about -25%
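ADP-Glo luminescence measures ADP made by human IP6K1 during a 2 h RT reaction with ATP/IP6 (mix at 1.3 mM/130 uM); top library doses 57.5 and 19.1 uM final.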
NIH3T3 tox – NIH 3T3 cell cytotoxicity; AID 1345082; NIH 3T3 viability, CellTiter-Glo ATP luminescence, 48-72 h; actives 4.3% (n = 94,000); Potency, µM (highest dose often 96.7 µM), for the others: top-dose activity change, negative = cytotoxicity, usual class: inhibitors; note: potency is the fitted concentration of half-maximal effect; nearly all actives have a fitted effect of over 55% in size
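First NIH 3T3 cells are plated at 400 cells/well; next compound is pinned in; then plates incubate 48 or 72 hr at 37 °C; finally CellTiter-Glo is added and luminescence read after 10 min.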
An asterisk follows results filed as active; i = inactive; ? = inconclusive; · = not tested or not shown; [ ] = dose if it differs, or a comment. Unless noted, calls come from the whole dose curve; as a rule, active = well fitted curve in the direction sought with a large enough effect; inconclusive = small, poorly fitted or top-dose-only effect, or another doubt; inactive = no such curve, though single readings can be large; an effect the other way counts as inactive or inconclusive. Unless noted, % is set by controls: 0 for no effect and ±100 for the full control effect. This is a subset. The share of hits here may be higher or lower than overall.

SMILES	GPT2 inhibitor	HEK cytotox	Luciferase inh	SNCA viab count	SNCA expr inhib	IP6K1 inhibitor	NIH3T3 tox
Cc1noc2c(Nc3ccc(C(N)=O)cc3)cc(-c3ccsc3)nc12	-23%[88.5 µM]	?	5%[172 µM]	3%[87.6 µM]	-9%[87.6 µM]	-13	-30%[138 µM]
O=C([C@@H]1C[C@H](F)CN1C(=O)c1cccc(F)c1)N1CCOCC1	-11%	-3%	-8%	?	93%[activator]	-2	-17%
COc1ccccc1CN1C[C@@H]2C[C@H]1C(=O)Nc1ccccc1O2	-2%[88.5 µM]	-24%[172 µM]	6%[172 µM]	2%[87.6 µM]	-15%[87.6 µM]	-11	-17%[174 µM]
O=C(c1cnc2c(c1)N(C(=O)CCc1ccccc1)CCC2)N1CCN(Cc2ccccc2)CC1	i	?	-6%	7%	5%	9	-13%
O=c1[nH]ccn1C1CCN(Cc2ccccc2)CC1	i	5%[172 µM]	8%[172 µM]	4%[87.6 µM]	7%[87.6 µM]	22	-26%[138 µM]
COc1cccc(NC(=O)CN2C(=O)c3ccccc3Sc3ncccc32)c1	·	·	·	-29%	?	13	·
CCn1c2ccccc2c2nnc(N3CCN(c4cc(C)ccc4C)CC3)nc21	·	·	·	-6%	-5%	22	·
Cc1ncoc1C(=O)N1C[C@H]2OC(=O)N(CCc3cccc(Cl)c3)[C@H]2C1	i	-22%	7%	4%	-17%	5	-22%
COC1C(=O)N(C2CCNCC2)C12CCOCC2 (stereo not given)	2%	i	5%	2%	0%	-17	i
Cc1ccc(N2CCN(C(=O)C3CCCN(c4cnn(Cc5ccccc5)c(=O)c4)C3)CC2)cc1 (stereo not given)	2%	25µM*	6%	-20%	?	15	?
COc1ccc(NC(=O)O[C@@H]2CC[C@]3(C)C(CC[C@@H](O)[C@H]3CC(=O)N3CCC[C@H]3CO)[C@]2(C)CO)cc1 (stereo not given in full)	-3%	-2%	2%	-2%	-22%	-5	3%
Cc1cc(C)n2nc(CNC(=O)c3cccc(N(C)C)c3)nc2n1	·	·	·	3%	185%[activator]	29	·
CN(Cc1ccc(-c2ccccc2)cc1)C(=O)Nc1ccccc1	i	?	-9%[172 µM]	-1%[87.6 µM]	-19%[87.6 µM]	-10	-20%[138 µM]
CCOc1ccc(NC(=O)c2c(NCc3cccnc3)sc3c2CCCC3)cc1	·	·	·	-2%	5%	2	·
COc1cccc([S+](=O)([O-])N2CCCC(c3nnc4n3C(C(=O)O)CC4)C2)c1 (stereo not given)	-4%	i	·	2%	8%	15	-5%
Cc1ccc(C(=O)NC2CCN(c3cc(-c4ccccc4)[nH]n3)C2)cc1 (stereo not given)	?	?	-5%	-5%	6%	1	?
CNC(=O)c1ccc(Nc2nnc(-c3ccc(C)c(S(=O)(=O)N4CCOCC4)c3)c3ccccc23)cc1	·	·	·	-12%	100%[activator]	23	·
CC1(COc2ccccc2)COc2ccc(C(=O)NCCc3ccccc3)cc2N1 (stereo not given)	?	?	9%[172 µM]	-1%[87.6 µM]	-28%[87.6 µM]	0	?
CCCCCc1ccc(/C=C/C(=O)Nc2cc(Cl)ccc2C(=O)O)cc1	i	·	·	-8%	·	-8	·
O=C(CCCn1c(=O)c2cccn2c2ccccc21)Nc1cccc(Cl)c1	·	·	·	?	-15%	2	·
O=C(Cc1c[nH]c2ncc(-c3cccnc3)cc12)N1CCN(c2ccccn2)CC1	i	?	-28%[172 µM]	-4%[87.6 µM]	23%[87.6 µM]	-7	?
Cc1ccc(NC(=O)CSCc2cnn(-c3ccccc3)c2-n2cccc2)c(Cl)c1	·	·	·	3%	-22%	-2	·
COCCn1c(=O)c(C(=O)NCC(F)F)nc2cccnc21	-5%[88.5 µM]	1%[172 µM]	·	5%[87.6 µM]	-8%[87.6 µM]	-7	2%[138 µM]
O=C1NCCCCCCN[C@H]2C[C@H](C(=O)N3CCN(c4ccccn4)CC3)C[C@@H]12	-11%	i	-6%	-5%	7%	9	-6%
CCc1cccc(NC(=O)C2Cn3cccc3C(=O)N2)c1 (stereo not given)	i	?	-3%	-14%	12%	-13	-17%
CCOC(=O)c1ccc(NC(=O)C(C)Sc2nc(=O)cc(N)n2CCc2ccccc2)cc1 (stereo not given)	·	·	·	5%	-18%	-5	·
Cc1ccc(CN2CCC(CNC(=O)Nc3c(C)cccc3C)C2)cc1 (stereo not given)	·	·	·	2%	3%	6	·
Cc1cc2nc(NC(=O)c3ccc(S(=O)(=O)N4CCOCC4)cc3)sc2cc1C	·	·	·	9%	28%	-7	·
CN(C)C[C@@H]1CN(S(C)(=O)=O)C[C@H]1NC(=O)c1cncn1C	i	0%	2%	5%	-5%	22	-10%
Cc1ccc(NC(=O)C2CCN(S(=O)(=O)c3ccc4c(c3)CCCC(=O)N4)CC2)c(Br)c1	·	·	·	-16%	?	1	·
Cc1ccc2c(=O)cc(C(=O)Nc3c(C(=O)c4ccc(F)cc4)oc4ccccc34)oc2c1C	·	·	·	-3%	1%	6	·
COc1ccccc1C(=O)N(Cc1nc(-c2cccc(C)c2)no1)C(C)C	·	·	·	-11%	14%	1	·
COCCOCC(=O)N1CCCCCCNC(=O)[C@@H]2CCCC[C@@H]21	i	i	1%	-2%	-27%	-9	0%
COc1ccc(/C=C/c2nc(C#N)c(NCCc3ccccc3)o2)cc1OC	·	·	·	1%	21%	-6	·
C=C1C(=O)O[C@@H]2[C@H]1CC[C@H](C)C(CCC(=O)O)C2(C)O (stereo not given in full)	3%	·	·	?	·	-8	·
Cc1c(NC(=O)C(C)(C)Oc2ccc(Cl)cc2)cccc1-c1nc2ccccc2o1	·	·	·	4%	-18%	-1	·
COc1cccc(-c2nc3c([nH]2)CN(c2cc(C4CC4)ncn2)CC3)c1	-6%[11.5 µM]	35µM*	25µM*	?	7%	15	?
O=C(CN1C(=O)NC2(CCCCC2)C1=O)NCc1ccc2c(c1)OCO2	i	-1%	11%	-5%	18%	9	i
Cn1nccc1C(=O)N1CCCC(c2nnnn2C)C1 (stereo not given)	4%	i	0%	4%	4%	1	i
COc1ccc(CCN2C(=O)c3[nH]nc(-c4ccccc4O)c3C2c2ccc(OC)c(OC)c2)cc1 (stereo not given)	·	·	·	?	?	0	·
COc1ccc(NC(=O)c2cc(S(=O)(=O)N3CCCCC3)cn2C)cc1Cl	·	·	·	-3%	-11%	36	·
COc1cccc(CNC(=O)Cn2ccc3cc(S(=O)(=O)N4CCCC4)ccc32)c1	·	·	·	0%	14%	24	·
O=C(CN1C(=O)NC2(CCCCC2)C1=O)Nc1cccc(Br)c1	-15%	?	-2%	-3%	10%	9	-15%
CN(C)C(=O)CNC(=O)c1cccc(S(=O)(=O)NCC2CCOC2)c1 (stereo not given)	-2%	2%	1%	-12%	-9%	-6	-10%
COc1ccc(-c2noc(-c3cccn3CC(=O)Nc3cccc(C#N)c3)n2)cc1F	i	?	-18%	-4%	71%[activator]	-7	-19%
O=C(Nc1ccc2oc(-c3cccnc3)nc2c1)c1ccccc1F	·	·	·	14%	55%[activator]	-30*	·
C=CCNC(=O)N[C@H]1[C@H](O)[C@@H](N2CCCCC2)[C@@H]2OC[C@H]1O2	i	i	-8%[172 µM]	1%[87.6 µM]	31%[activator][87.6 µM]	11	0%[174 µM]
COCCNC(=O)Cn1nc(C)c2c(C)n(-c3ccc(C)cc3)nc2c1=O	·	·	·	21%	-14%	-10	·
COCCOc1ccnc(-c2noc([C@@H]3CCCN3Cc3ccc(Cl)cc3)n2)c1	i	?	-1%[172 µM]	-10%[87.6 µM]	-5%[87.6 µM]	-6	?
COCCOc1ccnc(-c2noc([C@@H]3CCCN3CC(C)(C)C)n2)c1	i	?	-16%[172 µM]	0%[87.6 µM]	-18%[87.6 µM]	5	?
Cc1ccc(CN2C(=O)NC3(CCN(C(=O)c4cccc(Cl)c4)C3)C2=O)cc1 (stereo not given)	i	?	-9%	1%	-18%	4	?
Cc1ccc(C)c(N2CCN(CCCNC(=O)c3cnn(-c4ccccc4Cl)c3C3CCN(C(=O)OC(C)(C)C)CC3)CC2)c1	·	·	·	?	?	-1	·
O=C(Nc1cc(F)cc(F)c1)N1CCC(Oc2ncccc2C(=O)N2CCOCC2)C1 (stereo not given)	i	12%	4%	1%	?	-4	-5%
O=C(O)CCc1ccnc(N2CCCC2)c1	i	6%	11%	-9%	-9%	5	-5%
CN1C[C@H](O)C[C@H]1c1nnc2n1CCN(Cc1ccc(C(F)(F)F)cc1)C2	i	i	-2%	-5%[12.5 µM]	-7%	-6	-3%
C[C@@H]1CN(C(=O)CCN2CCCCCC2=O)C[C@]1(C)O	-4%	i	-8%	-9%	?	-2	-1%
O=C(O)CC1COCCN1C(=O)c1cc(-n2cccn2)ccc1Cl (stereo not given)	i	1%	-1%	-2%	?	-3	-3%
COc1ccccc1NC(=O)CSc1ncc2c(n1)-c1cc(Cl)ccc1N(Cc1ccccc1)S2(=O)=O	·	·	·	-4%	-12%	-7	·
CCN1C(=O)CCN(C(=O)C2CCCC2)CC12CCOCC2	-40%	3%	5%	-5%	29%	-10	i
